# Bioassay records from PubChem.
# NALP3 yeast inh: blocks the NALP3 inflammasome reconstituted in yeast; Yeast reconstituted NLRP3/ASC/caspase-1, beta-gal luminescence, 24 h; inhibition, % at 10 µM; 0.39% of 330,000 active; AID 2825;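 active means inhibition of 50% or more; inactive means inhibition below 50%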;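 further: plate controls were induced DMSO wells for no effect and uninduced yeast grown without galactose for full effect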
# tim23-1 inh: inhibits growth of tim23-1 mutant yeast; S. cerevisiae tim23-1 growth, BacTiter-Glo luminescence, 24 h; AID 463212; 1.3% of 330,000 active; inhibition, % at 20 µM;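 active means growth inhibition of the mutant yeast at or above 50%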;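 further: temperature-sensitive mutant grown at 25 °C; plate controls were DMSO-treated mutant yeast for no effect and medium wells lacking yeast for full effect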
# APJ ag: APJ receptor agonism; P35414; CHO-K1 APJ PathHunter beta-arrestin, luminescence; 0% DMSO wells, 100% apelin; activation, % at 20 µM; 0.11% of 330,000 active; AID 2520;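 active means activation more than six SD over the plate average, tested at 20 µM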;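 further: 0% = DMSO alone and 100% = apelin-13 at 10 nM; some results filed as inactive read as strong as hits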
# Target sequence (P35414 whole entry, looked up): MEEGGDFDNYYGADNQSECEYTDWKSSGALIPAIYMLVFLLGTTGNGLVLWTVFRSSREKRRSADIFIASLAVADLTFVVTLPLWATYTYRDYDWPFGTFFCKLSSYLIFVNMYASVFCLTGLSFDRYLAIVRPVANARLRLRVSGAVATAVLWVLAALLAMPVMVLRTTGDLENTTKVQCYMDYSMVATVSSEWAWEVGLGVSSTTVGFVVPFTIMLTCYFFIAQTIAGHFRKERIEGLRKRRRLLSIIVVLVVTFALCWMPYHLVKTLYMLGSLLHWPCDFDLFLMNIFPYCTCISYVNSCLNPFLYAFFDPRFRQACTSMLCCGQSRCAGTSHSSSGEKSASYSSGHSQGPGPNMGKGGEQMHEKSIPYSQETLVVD
#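 Assay system – PathHunter CHO-K1 APJ (AGTRL-1) beta-arrestin reporter cells · Compound – one dose, 20 µM compound, 1% DMSO · Timing – compound 90 min 25 °C, reagent 1 h · Measured by – luminescence from split beta-galactosidase complementation, Galacton Star/Emerald II substrate · Measure – beta-arrestin recruitment to APJ as agonist activity, luminescent signal · Benchmarks – DMSO vs Apelin-13 10 nM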
# UPR CHOP act: activators of apoptotic arm of unfolded protein response (CHOP); 0.34% of 330,000 active; activation, % at 10 µM; CHO-CHOP luciferase reporter, UPR activation, luminescence; percent of tunicamycin response over DMSO baseline;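 active means at 10 µM dose, activation of 40% or more, normalized to positive control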;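 further: 100% = tunicamycin at 10 µg/mL and 0% = DMSO alone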
#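 Evaluation: % reporter activation, DMSO baseline versus tunicamycin full activation; System: CHO-CHOP luciferase reporter cell line; Input: 500 cells/well; Incubation: 6 h compound treatment, 37 °C; Measured by: Steady-Glo luciferase luminescence; Dosing: one dose, 10 µM in 0.5% DMSO; Buffer or medium: F12 medium, 10% FBS; Benchmarks: positive tunicamycin 10 µg/mL, negative DMSO alone.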
# TIM10 inh: inhibits growth of TIM10 yeast strain | 1.4% of 330,000 active | inhibition, % at 10 µM | AID 463195 | S. cerevisiae TIM10 strain growth, BacTiter-Glo luminescence, 24 h;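 active means inhibition of 40% or more at the single tested concentration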;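 further: wild-type TIM10 isogenic control strain grown at permissive 25 °C; 0% = DMSO yeast wells and 100% = minimal medium wells without yeast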
# tim10-1 inh: growth inhibitors of tim10-1 mutant yeast | S. cerevisiae tim10-1 ts strain growth, BacTiter-Glo, 24 h | inhibition, % at 20 µM | 2.2% of 330,000 active | AID 463190;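 active means inhibition of at least 40%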;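 further: mutant grown at 25 °C; 0% = DMSO wells with yeast and 100% = wells holding no yeast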
# Mdm2-MdmX inh: disrupts the human Mdm2-MdmX interaction | O15151+Q00987 | SaOS-2 split-luciferase Mdm2/MdmX complementation, luminescence | inhibition, % at 8 µM | 3% of 330,000 active | AID 485346;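 active means inhibition of at least 50% at 8 µM in the primary screen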
# XBP1 UPR activ: activators of adaptive arm of unfolded protein response (XBP1) | CHO-XBP1 luciferase reporter, IRE1-XBP1 UPR activation, luminescence; percent of tunicamycin response, DMSO as zero | activation, % at 20 µM | 0.33% of 330,000 active | AID 463104;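 active means versus positive control, 20 µM dose yields 30% or more activation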;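 further: 100% = tunicamycin at 10 µg/mL and 0% = DMSO only wells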
#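 Material: CHO cell line with stable XBP1 luciferase reporter; schedule: 16-18 h cell attachment at 37 °C, then 6 h compound exposure; signal: glow luminescence from Steady-Glo reagent; medium: serum-containing F12 medium, 10% FBS; benchmarks: tunicamycin 10 µg/mL and vehicle-only wells; read-out: percent activation relative to tunicamycin reference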
# GRIN3A LBD mod: NR3A (human) ligand-binding domain modulation; NR3A LBD differential scanning fluorimetry, Tm shift; 0% = protein alone, 100% = glycine-bound protein; Tm shift relative to glycine control, % at 25 µM; 2.5% of 340,000 active;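 active means melting temperature shift of at least 10% of the positive control shift, at one fixed dose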
# An asterisk follows results filed as active; / = no result given.
SMILES	tim10-1 inh	tim23-1 inh	TIM10 inh	Mdm2-MdmX inh	APJ ag	GRIN3A LBD mod	UPR CHOP act	XBP1 UPR activ	NALP3 yeast inh
O=C(O)c1ccc(CSc2nnc(COc3ccccc3)o2)cc1	6	-9	13	-2	-3	1	-0.9	0	7
Cc1ccccc1Cn1cc(NC(=O)c2cc(C3CC3)on2)cn1	13	38	-1	-32	-1	0	5.4	-1	8
CCC(OC(=O)C1=Cc2ccccc2OC1)C(=O)NCc1ccco1 (centres undefined)	13	7	1	-25	-4	-1	0.6	-1	33
CCCCNC(=O)C(c1ccc(OCC(=O)OC)c(C(=O)OC)c1)N(CCc1c[nH]c2ccccc12)C(=O)CCCCCN1C(=O)NC(c2ccc(-c3ccccc3)cc2)C(C(=O)OCc2ccccc2)=C1C (centres undefined)	6	-14	-3	22	-2	/	-1.3	-1	7
O=C(NNC1CC(=O)N(c2ccc(Br)cc2)C1=O)c1ccccn1 (centres undefined)	8	8	5	2	-2	0	1.3	-2	3
CC(C)Oc1ccc(/C=N/NC(=O)c2nnn(-c3nonc3N)c2CN(C)c2ccccc2)cc1	15	21	15	-20	0	11*	4.9	0	2
Cc1nc(C(=O)O)nn1-c1ccc([N+](=O)[O-])cc1	5	-4	1	27	-3	-2	-0.4	0	-5
CCc1ccc(/C=C/c2c[nH]c3ccccc23)[n+](CC)c1	-3	-3	-8	53*	-3	-2	0.4	-1	3
CC1CCC2(CC1)NC(=O)N(CC(=O)NC1(C#N)CCCCC1)C2=O (centres undefined)	-11	-12	-1	18	-2	-1	1.2	0	16
CC1CC(C)CN(C(=O)COC(=O)C2CCN(S(=O)(=O)c3ccc4c(c3)OCCO4)CC2)C1 (centres undefined)	17	15	8	-16	-1	-2	-2.2	2	12
COCC(COS(N)(=O)=O)C(C)C (centres undefined)	-20	-2	-8	23	-1	-1	1.6	-1	12
CCN1CCN(CC(=O)N/N=C/c2cc(Br)cs2)CC1	15	2	-6	-1	-5	-1	0.5	-2	-1

SMILES	tim10-1 inh	tim23-1 inh	TIM10 inh	Mdm2-MdmX inh	APJ ag	GRIN3A LBD mod	UPR CHOP act	XBP1 UPR activ	NALP3 yeast inh
CCn1c(-c2cccn(Cc3ccccc3)c2=O)n[nH]c1=S	12	9	0	1	-3	-1	-0.1	-1	14
O=C(NC(=S)Nc1ccc(NC(=O)c2ccco2)cc1)c1ccccc1	1	-2	7	36	-2	2	2.9	2	-7
O=C(NC1CC1)C(Cl)c1ccccc1 (centres undefined)	-8	-2	5	22	1	-1	1.7	3	23
CCN1CNC(=S)N(c2ccccc2C)C1	-4	19	-12	1	1	1	-1.9	0	4
CCS(=O)(=O)N1CCN(S(=O)(=O)c2ccc3c(c2)OCCO3)CC1	26	23	1	-11	0	2	-0.7	0	26
CCSc1ncc(C#N)c(N)n1	8	21	8	-41	11	1	-0.8	-1	6
COc1ccc(C(CNc2ccc(S(=O)(=O)N3CCCC3)cc2[N+](=O)[O-])N2CCCC2)cc1 (centres undefined)	25	24	19	27	-3	-8	0.9	-2	14
COc1ccccc1NC(=O)C1=C(C)NC(=O)NC1c1ccc(C)s1 (centres undefined)	12	14	5	8	-1	-2	0.3	1	13
CS(=O)(=O)N1CCN(C(=O)c2c(F)cccc2F)CC1	18	12	2	-8	1	-1	0.5	4	2
COc1ccccc1NC(=O)c1cnc(Nc2ccccc2OC)c2ccccc12	24	37	13	52*	-2	-26	-1.6	4	6
COCc1[nH]nc2c1C(c1ccccc1OC)C(C#N)=C(N)O2 (centres undefined)	9	19	3	-3	-1	-1	2.1	-2	9
C=C1CCC[C@]2(C)C[C@H]3OC(=O)C(CNC(C)(CO)CO)[C@H]3CC12 (some centres undefined)	51*	44	43*	63*	0	1	1.6	-4	-68

# Quoted from the listing.
# CCSc1ncc(C#N)c(N)n1 in Mdm2-MdmX inh = -41
# COc1ccccc1NC(=O)C1=C(C)NC(=O)NC1c1ccc(C)s1 (centres undefined) in tim23-1 inh = 14

# Going on with the list.
SMILES	tim10-1 inh	tim23-1 inh	TIM10 inh	Mdm2-MdmX inh	APJ ag	GRIN3A LBD mod	UPR CHOP act	XBP1 UPR activ	NALP3 yeast inh
CCOC(=O)c1ccc(CNC(=O)Cn2nnc(-c3ccccc3)n2)o1	27	-2	-17	6	-2	1	-0.1	-2	6
CCCCCNCC(=O)Nc1cc(C(F)(F)F)ccc1OCCOC	8	6	5	27	-3	-1	-0.8	1	17
COCCN1C(=O)c2cc(C(=O)Nc3cccc(F)c3)ccc2C1Nc1cccc(F)c1 (centres undefined)	-14	-2	-11	5	3	2	1.3	1	-1
CC(Cc1n[nH]c(=S)o1)c1ccccc1 (centres undefined)	15	-5	11	5	-2	-2	0.5	-3	7
O=C(CCS(=O)(=O)c1ccc(Cl)cc1)NCCN1C(=O)S/C(=C\c2ccccc2F)C1=O	31	22	4	0	1	-9	3.6	0	2
CCc1cc2c(=O)c(-c3cnn(-c4ccccc4)c3)c(C)oc2cc1OCC(=O)Nc1ccc(F)c(F)c1	9	-7	10	62*	-1	4	12	-1	-10
O=C(COC(=O)CCc1ccc(S(=O)(=O)N2CCOCC2)cc1)Nc1ncc(C(F)(F)F)cc1Cl	-1	14	12	0	-2	2	-0.8	-1	10
CSCCC(NC(=O)c1ccc(=O)n(C)n1)c1nc2ccccc2[nH]1 (centres undefined)	1	5	-11	-12	-1	1	-0.4	0	1
C(=N\c1ncnc2sccc12)/NOCc1ccccc1	22	6	-20	18	5	-1	-0.1	1	6
CC1CCCN(C(=O)CCNS(=O)(=O)c2ccc(Br)cc2)C1 (centres undefined)	5	11	-6	-2	-3	0	0.2	0	14
COc1cc2c(cc1OC)CN(C(=O)Cc1ccc(OC)c(S(=O)(=O)N3CCOCC3)c1)CC2	8	19	0	-22	1	-1	-0.2	-3	-4
NC(=O)COC(=O)C(Cc1ccccc1)NS(=O)(=O)c1ccccc1F (centres undefined)	10	23	-16	-7	-1	2	-0.7	-1	8

SMILES	tim10-1 inh	tim23-1 inh	TIM10 inh	Mdm2-MdmX inh	APJ ag	GRIN3A LBD mod	UPR CHOP act	XBP1 UPR activ	NALP3 yeast inh
C=CCOc1ccc(C2N3CC4(C)CN2CC(CCC)(C3)C4=O)cc1 (centres undefined)	17	27	-6	-13	0	1	-0.8	-2	27
CCOC(=O)c1ccc(NC(=S)N2CCN(CCN=CC3=C(O)CC(C)(C)CC3=O)CC2)cc1	1	8	3	-15	-6	1	-0.3	-1	9
COc1ccc(S(=O)(=O)N2CCN(c3ncccn3)CC2)cc1	-1	18	-21	17	-7	0	-0.1	2	26
COc1c(C)cccc1C(=O)Nc1ccc(CN2CCCCC2)cc1	3	14	-6	-13	-4	2	1.2	1	7
COc1cc(C(=O)OCC(=O)NCCC2=CCCCC2)cc(OC)c1OC	2	26	3	16	8	-1	1.1	0	24
O=C(/C=C/Nc1cccc(C(F)(F)F)c1)C(F)(F)F	-11	20	7	-11	-2	-1	-2.1	1	1
CCN1CCN(c2nc(S(=O)(=O)c3ccc(C)cc3)c(Cl)s2)CC1	8	-7	-10	33	-3	0	1.0	-3	36
CNc1ccc(Br)cc1C(O)c1ccccc1 (centres undefined)	6	8	8	2	3	-1	1.0	3	-13
N#Cc1cccc(NC(=O)Cc2ccsc2)c1	7	9	-7	-2	0	-4	-0.6	4	5
NS(=O)(=O)c1ccc(NC(=O)CN2C(=O)c3ccccc3C2=O)cc1	6	9	-9	-18	-2	-1	0.5	-3	-2
O=[N+]([O-])c1ccc2c(c1)C(O)n1nc(-c3ccc(Cl)cc3Cl)nc1S2 (centres undefined)	-14	-13	-11	50	-1	1	-0.2	-4	9
COc1ccc(CN(Cc2cc3ccc(C)cc3[nH]c2=O)Cc2nnnn2C2CCCC2)cc1	-48	29	-10	16	4	-2	1.3	-4	-2

SMILES	tim10-1 inh	tim23-1 inh	TIM10 inh	Mdm2-MdmX inh	APJ ag	GRIN3A LBD mod	UPR CHOP act	XBP1 UPR activ	NALP3 yeast inh
CCc1ccc(OC(=O)Nc2ccccc2)cc1	11	11	15	-3	-1	-25	2.3	0	35
COc1ccc(NC(=O)CC2C(=O)N(C)C(=S)N2CCc2ccccc2)cc1 (centres undefined)	17	24	29	-16	-1	-21	4.6	0	7
CC(=O)NCC(=O)N(Cc1ccco1)C1(C(=O)NC2CCCC2)CCCCC1	-5	14	13	-10	-5	-2	0.5	-1	1
COc1ccccc1CN(C)C(=O)c1ccc(COc2ccccc2)cc1	31	23	12	13	-2	-2	2.0	-1	16
CCN(CC(=O)Nc1c(F)cccc1F)C(=O)c1ccc(N2CCCC2=O)cc1	7	11	-7	21	-1	1	0.1	-1	5
CCCCn1c(SCC(=O)N2CCC(C)CC2)nc2cc(S(N)(=O)=O)ccc21	16	8	-3	-15	-4	-2	-1.5	-1	-2
Cc1ccccc1NC(=O)c1c(C)nc(SCC(=O)OCc2ccccc2)c(C#N)c1-c1ccc(F)cc1	-2	-5	2	19	2	-3	5.6	-4	14
CN(C)S(=O)(=O)c1cccc(NC(=S)N2CCCCC2CO)c1 (centres undefined)	5	2	-6	26	-2	1	-2.7	-3	-2
COc1ccc(CCn2c(N)cc(=O)[nH]c2=O)cc1OC	2	4	1	15	-1	-5	0.8	-2	13
CCCN(CC(=O)Nc1ccccc1C)C(=O)c1ccc(COc2ccccc2)cc1	13	17	-7	-7	9	-1	-0.6	-6	13
CC1Cc2ccccc2N1C(=O)CO/N=C/c1ccccc1OC(F)F (centres undefined)	29	14	17	20	0	1	-1.2	-2	13
O=c1cc(O)c2sc3nc(-c4cccnc4)cc(C(F)(F)F)c3c2[nH]1	11	-1	8	1	-3	-26	-0.5	0	4

SMILES	tim10-1 inh	tim23-1 inh	TIM10 inh	Mdm2-MdmX inh	APJ ag	GRIN3A LBD mod	UPR CHOP act	XBP1 UPR activ	NALP3 yeast inh
COc1ccc(OC)c(NC(=O)C2CCCC2)c1	9	-4	7	16	-1	0	-0.7	1	-21
CCc1cc(=O)oc2c(CNCc3c(F)cccc3Cl)c(O)ccc12	-2	14	-6	1	-3	0	2.1	-4	16
Cc1nc2ccc(N=NN(C)C)cc2[nH]1	-12	-13	-2	11	6	1	-0.5	-4	7
CC(C)NS(=O)(=O)c1ccc(OCC(=O)Nc2ccc(F)cc2)cc1	20	22	3	0	14	6	-0.6	-2	15
COc1cc(/C=C/C(=O)NC(=O)c2ccccc2O)ccc1OC(C)=O	-13	-5	-4	10	-3	-6	-1.1	2	12
CC(C)N(Cc1ccccc1)C(=O)COC(=O)/C=C/c1cnc2ccccc2n1	28	40	21	1	-1	1	26	-5	12
CN(c1ccccc1)S(=O)(=O)c1cccc(NC(=O)C2=NN(c3ccccc3)C(=O)CC2)c1	4	-6	11	16	1	-3	1.5	-3	2
CCOc1ccccc1NC(=O)CCCCCN1C(=O)[C@@H]2Cc3ccccc3CN2C1=O	31	31	5	7	-5	-2	3.3	-3	6
CCOC(=O)c1cnc2c(C#N)c(C)nn2c1-c1ccccc1	17	8	5	-7	-3	0	-1.0	-1	-6
O=C(NCc1ccco1)Nc1ccc([N+](=O)[O-])cc1	7	3	-5	17	-2	-4	-0.6	-5	7
